Screening data from PubChem.
MT1-MMP act inh = MT1-MMP (human) activation inhibition; P50281; HT1080 RFP-PRO-GFP cells, GFP/RFP ratio fluorescence, overnight; percent of plate control window, DMSO zero; GFP/RFP ratio change, % at 20 µM; 360,000 tested, 0.061% active; AID 651647;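 active = GFP/RFP ratio change of at least 30% with cell ATP level not reduced by more than half and red fluorescence within 50% of control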; note: strong numbers were not always called active
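Material: RFP-PRO-GFP reporter HT1080 cells. Dosing: single-point 20 µM compound, 1% DMSO. Controls: DMSO and RFP-L50D-GFP cell wells. Timing: cells overnight before dosing, compound overnight, 37 °C, 5% CO2. Measure: GFP/RFP fluorescence ratio.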
bovine MsrA act = activates bovine MsrA enzyme; AID 602163; activation, % at 10.6 µM; 360,000 tested, 0.3% active; purified bovine MsrA, absorbance read-out; in the data active = activation above about 7.5%;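 note: 0% = vehicle and 100% = reference activator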
Neddyl block = inhibitors of human cullin neddylation. TR-FRET cullin neddylation, biochemical. calls only at 25 µM. 360,000 tested, 0.58% active. AID 651699; in the data active = inhibition above about 36%
FAS TE block = blocks the thioesterase domain of human fatty acid synthase; inhibition, % at 15 µM; AID 602261; 360,000 tested, 0.67% active; recombinant FAS-TE, OMFH fluorogenic substrate, fluorescence endpoint;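 active = compounds whose normalised, plate-corrected inhibition of enzyme fluorescence in the single-dose primary screen is 50% or more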;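 note: 0% = DMSO with enzyme and 100% = substrate without enzyme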
Rin1-Abl PPI inh = inhibitors of human Rin1-Abl protein interaction. TR-FRET Rin1/Abl binding, biochemical. inhibition, % at 7.35 µM. P00519+Q13671. 360,000 tested, 0.4% active. AID 588664; in the data active = inhibition above about 5%, passing the limit was not always enough
Target sequence (P00519 whole entry, looked up): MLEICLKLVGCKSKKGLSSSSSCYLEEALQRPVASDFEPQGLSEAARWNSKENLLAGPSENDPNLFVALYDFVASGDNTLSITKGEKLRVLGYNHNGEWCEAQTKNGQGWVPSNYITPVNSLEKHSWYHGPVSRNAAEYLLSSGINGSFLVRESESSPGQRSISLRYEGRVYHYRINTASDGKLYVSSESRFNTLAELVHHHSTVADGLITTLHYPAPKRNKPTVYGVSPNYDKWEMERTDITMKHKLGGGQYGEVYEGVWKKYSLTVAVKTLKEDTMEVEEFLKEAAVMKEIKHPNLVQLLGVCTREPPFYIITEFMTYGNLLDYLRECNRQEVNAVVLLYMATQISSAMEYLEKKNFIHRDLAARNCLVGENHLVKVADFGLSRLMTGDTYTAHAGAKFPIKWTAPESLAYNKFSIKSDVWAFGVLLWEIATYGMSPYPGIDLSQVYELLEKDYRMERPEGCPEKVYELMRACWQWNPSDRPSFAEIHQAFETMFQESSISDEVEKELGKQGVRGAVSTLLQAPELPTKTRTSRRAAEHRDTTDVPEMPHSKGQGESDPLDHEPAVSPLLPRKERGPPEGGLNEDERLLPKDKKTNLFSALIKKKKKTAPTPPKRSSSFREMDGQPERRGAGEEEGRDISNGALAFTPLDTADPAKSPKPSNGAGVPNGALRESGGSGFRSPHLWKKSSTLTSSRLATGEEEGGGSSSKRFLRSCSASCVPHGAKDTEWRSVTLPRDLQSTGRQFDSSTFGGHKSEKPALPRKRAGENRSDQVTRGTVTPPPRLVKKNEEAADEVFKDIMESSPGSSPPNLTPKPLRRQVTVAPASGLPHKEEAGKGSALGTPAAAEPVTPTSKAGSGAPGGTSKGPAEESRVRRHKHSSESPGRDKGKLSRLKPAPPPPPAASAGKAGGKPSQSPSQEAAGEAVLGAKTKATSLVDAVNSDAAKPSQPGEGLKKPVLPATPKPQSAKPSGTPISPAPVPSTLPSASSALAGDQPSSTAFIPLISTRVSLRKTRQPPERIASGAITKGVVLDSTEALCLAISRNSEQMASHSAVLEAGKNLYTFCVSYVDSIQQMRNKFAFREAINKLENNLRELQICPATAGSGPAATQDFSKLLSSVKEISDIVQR
Target sequence (Q13671 whole entry, looked up): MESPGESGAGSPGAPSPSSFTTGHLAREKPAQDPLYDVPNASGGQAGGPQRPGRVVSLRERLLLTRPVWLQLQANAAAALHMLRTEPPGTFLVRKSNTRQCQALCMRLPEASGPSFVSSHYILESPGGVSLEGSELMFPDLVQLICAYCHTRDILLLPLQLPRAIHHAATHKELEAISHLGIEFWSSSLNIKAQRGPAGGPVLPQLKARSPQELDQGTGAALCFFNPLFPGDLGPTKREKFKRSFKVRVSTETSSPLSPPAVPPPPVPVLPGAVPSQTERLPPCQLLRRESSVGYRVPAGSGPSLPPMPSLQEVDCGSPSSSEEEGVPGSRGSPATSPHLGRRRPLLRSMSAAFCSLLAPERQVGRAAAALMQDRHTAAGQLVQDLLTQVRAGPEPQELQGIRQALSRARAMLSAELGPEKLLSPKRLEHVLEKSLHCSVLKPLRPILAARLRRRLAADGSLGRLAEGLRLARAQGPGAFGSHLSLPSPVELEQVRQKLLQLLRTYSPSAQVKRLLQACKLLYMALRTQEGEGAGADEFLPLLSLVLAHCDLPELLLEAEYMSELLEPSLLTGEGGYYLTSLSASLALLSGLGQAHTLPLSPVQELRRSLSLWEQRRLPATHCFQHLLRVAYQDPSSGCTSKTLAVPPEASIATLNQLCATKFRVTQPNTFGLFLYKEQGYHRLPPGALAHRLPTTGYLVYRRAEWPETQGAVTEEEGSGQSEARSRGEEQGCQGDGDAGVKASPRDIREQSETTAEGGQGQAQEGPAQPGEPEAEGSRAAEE
E coli Lon inh = inhibits E. coli Lon protease | P0A9M0 | purified E. coli Lon protease, fluorescence polarization | inhibition, % at 7.94 µM | 360,000 tested, 0.42% active | AID 602123; in the data active = inhibition above about 13%, passing the limit was not always enough;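 note: 0% = enzyme with probe and DMSO and 100% = no enzyme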
SKN-1 inh = inhibitors of C. elegans SKN-1; C. elegans VP596 Pgst-4::GFP/RFP ratio, acrylamide-induced, 24 h; inhibition, % at 21.8 µM; 360,000 tested, 0.49% active; AID 624304;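 active = interference check ratio from 0.5 to 1.5 plus GFP to RFP signal ratio inhibition reaching or exceeding a fixed threshold, cut at about 30% in these data, passing the limit was not always enough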; note: some compounds called inactive have numbers as strong as hits
CendR NRP1 mod = NRP-1/CendR interaction modulation; FAM-RPARPAR peptide binding to NRP-1, fluorescence polarization; inhibition, % at 25 µM; 360,000 tested, 0.85% active;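 active = inhibition or corrected inhibition above about 18%, plus a signal ratio from 0.5 to 1.5, limit read from the data, passing the limit was not always enough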; note: strong numbers were not always called active
PABP1 MLLE inh = blocks PAM2 peptide binding to the PABP1 MLLE domain | P11940 | GST-MLLE / FITC-PAM2 fluorescence polarization | inhibition, % at 20 µM | 360,000 tested, 0.36% active; in the data active = inhibition above about 35%, passing the limit was not always enough;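 note: plate controls were DMSO wells with GST-MLLE for no effect and wells lacking GST-MLLE protein for full effect; some results filed as inactive read as strong as hits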
Active calls of the source: *; i = inactive; . = not tested or not shown.

SMILES | MT1-MMP act inh | bovine MsrA act | Neddyl block | FAS TE block | Rin1-Abl PPI inh | E coli Lon inh | SKN-1 inh | CendR NRP1 mod | PABP1 MLLE inh
O=C(Nc1ccc(O)cc1)c1cc(S(=O)(=O)N2CCCC2)ccc1Cl | 1 | -2 | i | -8 | -4 | -7 | 3 | -12 | -11
Cc1ccc(NC(=O)CCC(=O)N/N=C/c2cccnc2)cc1 | -2 | 1 | i | -6 | -3 | -1 | -1 | 1 | 8
COCCNCc1ccccc1 | -2 | 0 | i | -7 | 3 | 8 | 8 | 14 | 8
Cc1ccc(Sc2cc(C(=O)NCCN(C)C)c3ccccc3n2)cc1 | 1 | -2 | i | -2 | -4 | -10 | 15 | 6 | 3
COc1cc(NC(=O)c2ncn[nH]2)cc(OC)c1OC | 0 | -3 | i | -11 | -1 | -12 | 0 | 1 | -4
COc1c(F)cccc1C1=CC(=O)C[C@H](c2ccc3c(c2)OCO3)C1 | 7 | -1 | i | 21 | -2 | -7 | -2 | -2 | -5
NS(=O)(=O)c1ccc(CCNC(=O)c2ccc([N+](=O)[O-])s2)cc1 | 2 | 3 | i | -3 | -4 | 12 | -1 | 9 | 0
O=S(=O)(c1ccccc1)N1N=C(c2ccc(Br)cc2)CC1c1ccco1 (configuration not stated) | -10 | -1 | i | 20 | -3 | -2 | -8 | -22 | 7
CN(C)CCNC(=O)c1ccc(Cl)s1 | 9 | -13 | i | -5 | 3 | -14 | -21 | 6 | 4
COc1ccc(C)cc1NC(=O)c1cc(S(=O)(=O)N2CCOCC2)cn1C | 1 | -1 | i | -3 | -1 | 1 | -8 | -7 | -5
Cc1cccc(N2CN(Cc3ccco3)CNC2=S)c1 | 0 | -4 | i | -15 | -3 | 12 | 0 | -4 | -23
CCOC(=O)N1CCN(C(=O)/C=C/c2ccc(C(C)(C)C)cc2)CC1 | 8 | -8 | i | 1 | -4 | 5 | -5 | -3 | 2
Cc1cc(N2C(=O)C3C4c5ccccc5C(c5ccccc54)C3C2=O)no1 (configuration not stated) | 0 | -4 | i | 0 | -3 | 0 | -4 | -19 | 6
Nc1ccc(C(=O)NC2CCSc3ccccc32)cc1[N+](=O)[O-] (configuration not stated) | 4 | -6 | i | 14 | -4 | -13 | 5 | -14 | 8
CC(=O)Oc1cccc(N2C(=O)C3C4C=CC(C4=C(C)C)C3C2=O)c1 (configuration not stated) | 1 | -10 | i | -6 | 2 | -8 | 4 | -1 | 26
CC(C)c1ccc(NC(=O)CCN2C(=O)c3ccc([N+](=O)[O-])cc3C2=O)cc1 | 4 | -2 | i | 17 | -2 | 4 | -6 | 2 | -6
O=C(CC(NS(=O)(=O)c1ccc(Cl)cc1)c1ccco1)NCc1ccco1 (configuration not stated) | -1 | -9 | i | -7 | -1 | -10 | -24 | -9 | 0
CCC1CCCCN1CCNC(=O)C1CCCN(S(=O)(=O)c2cccc3nsnc23)C1 (configuration not stated) | -3 | 1 | i | -5 | -5 | 10 | 6 | 4 | -4
CCc1nc2oc3ccccc3c(=O)c2c(=O)n1-c1ccc(C)cc1 | 0 | -2 | i | -3 | -5 | -21 | 28 | -38 | -54
CCn1c(N2CCN(CC(=O)Nc3cccc(C)c3C)CC2)nc2ccccc21 | 2 | -7 | i | -3 | -2 | 8 | -5 | -2 | -2
CCOC(=O)C1CCN(C(=O)Cc2ccc(-c3ccccc3)cc2)CC1 | -3 | -2 | i | 13 | 1 | -5 | 10 | -1 | 7
Cc1ccccc1OC(=O)n1c(=S)oc2cc(Cl)ccc21 | 3 | 9.0* | i | 9 | 0 | -7 | 17 | -10 | -60
CCCc1cc(C(=O)N2CCCC(N3CCN(c4ccc(F)cc4)CC3)C2)no1 (configuration not stated) | 2 | -3 | i | -1 | -1 | -4 | 3 | 2 | 1
O=C(C=Cc1ccccc1)c1cccs1 | -4 | -4 | i | -8 | -1 | -11 | 11 | 12 | 0
CCOC(=O)C1CCN(C(=O)Cn2cc(C(=O)OC)c3ccccc32)CC1 | 0 | 2 | i | -4 | 2 | 2 | -4 | -3 | 4
COc1ccc2cc(/C=N/NC(=O)CSCc3ccc([N+](=O)[O-])cc3)c(Cl)nc2c1 | 1 | -1 | i | -6 | 0 | -4 | 2 | -35 | -13
Cc1cnc(C(=O)OCC(=O)NCc2ccc3c(c2)OCO3)cn1 | 0 | -2 | i | -4 | 1 | -3 | 9 | 1 | 14
O=C(c1ccccc1-c1ccccc1)N1CCN(c2ccccn2)CC1 | -13 | -1 | i | -7 | 0 | 0 | 5 | -5 | -2
COCC(C)n1c(SCC(=O)N(C)C2CCS(=O)(=O)C2)nc2ccccc2c1=O (configuration not stated) | 2 | -1 | i | -5 | 1 | 6 | 9 | -5 | -26
CCN1C(=O)c2cccc3c(S(=O)(=O)NCc4cccnc4)ccc1c23 | 0 | -5 | . | 2 | -3 | -3 | 13 | 19 | -7

Entries of single compounds, quoted from the list.
Cc1cnc(C(=O)OCC(=O)NCc2ccc3c(c2)OCO3)cn1 in the list: MT1-MMP act inh = 0; bovine MsrA act = -2; Neddyl block = i; FAS TE block = -4; Rin1-Abl PPI inh = 1; E coli Lon inh = -3; SKN-1 inh = 9; CendR NRP1 mod = 1; PABP1 MLLE inh = 14
COCC(C)n1c(SCC(=O)N(C)C2CCS(=O)(=O)C2)nc2ccccc2c1=O (configuration not stated) in the list: MT1-MMP act inh = 2; bovine MsrA act = -1; Neddyl block = i; FAS TE block = -5; Rin1-Abl PPI inh = 1; E coli Lon inh = 6; SKN-1 inh = 9; CendR NRP1 mod = -5; PABP1 MLLE inh = -26
COc1c(F)cccc1C1=CC(=O)C[C@H](c2ccc3c(c2)OCO3)C1 in the list: MT1-MMP act inh = 7; bovine MsrA act = -1; Neddyl block = i; FAS TE block = 21; Rin1-Abl PPI inh = -2; E coli Lon inh = -7; SKN-1 inh = -2; CendR NRP1 mod = -2; PABP1 MLLE inh = -5

The listing continues:
SMILES | MT1-MMP act inh | bovine MsrA act | Neddyl block | FAS TE block | Rin1-Abl PPI inh | E coli Lon inh | SKN-1 inh | CendR NRP1 mod | PABP1 MLLE inh
CCOC(=O)C1CCN(C(=O)CN2C(=O)c3ccccc3S2(=O)=O)CC1 | 2 | -7 | i | -7 | 0 | -1 | -9 | 8 | -3
O=C(Nc1cc(Cl)ccn1)C1CCN(S(=O)(=O)c2cccs2)CC1 | -8 | -4 | i | -1 | 1 | -3 | 22 | -1 | -10
CCN(CC)CCNC(=O)c1c(C)oc2cc(Br)c(OC)cc12 | 4 | -5 | i | -8 | -3 | -1 | 5 | -10 | -4
COc1cccc(C(=O)n2cnnc2N)c1OC | 8 | -2 | i | -6 | 3 | -1 | 19 | 3 | 0
O=C(N[C@H](Cc1ccc(Cl)cc1)C(=O)O)OCC1c2ccccc2-c2ccccc21 | 4 | -2 | i | 11 | -1 | -10 | 5 | -22 | 5
OC(COCc1cccs1)CN1CCCCCC1 (configuration not stated) | -6 | -12 | i | 0 | 1 | -5 | -15 | 7 | 6
CN=C1SC(CC(=O)Nc2cccc(C(F)(F)F)c2)C(=O)N1C (configuration not stated) | -3 | -10 | i | 4 | 2 | -9 | -5 | -22 | -8
O=C(O)CC/C(=C\c1cc2c(cc1Br)OCO2)c1nc2ccccc2s1 | 1 | 5 | i | -6 | 1 | 1 | -3 | 11 | 13
O=C(Cc1ccccc1)NN1C(=O)C2C3C=CC(C4CC34)C2C1=O (configuration not stated) | 14 | 2 | i | -9 | -1 | 9 | -1 | -11 | 5
C(=NN1CCCCCC1)c1ccccc1 | -4 | -1 | i | 4 | -2 | 5 | -1 | -12 | -25
Cc1ccc(S(=O)(=O)N2CCC(C(=O)Nc3nnc(-c4ccc(F)cc4)s3)CC2)cc1 | 8 | -3 | i | -14 | 0 | -5 | 10 | -5 | -4
C/C(CCc1ccco1)=N/NC(=O)CCC(=O)Nc1ccc(Br)cc1 | -1 | 0 | i | -5 | 0 | -3 | 1 | -17 | -11
O=C(O)c1cccc(NC(=O)c2ccc3c(c2)C(=O)N(c2ccccc2)C3=O)c1 | 3 | 3 | i | -6 | 1 | 5 | 24 | -5 | 5
O=C(CN1CCC(c2nc3ccccc3[nH]2)CC1)NCc1ccc2c(c1)OCO2 | 6 | -9 | i | -4 | 3 | 1 | 18 | 14 | -2
Cc1cccc(C)c1-n1nnnc1C(c1cccc2ccccc12)N1CCN(C/C=C/c2ccccc2)CC1 (configuration not stated) | -3 | -1 | i | 43 | 4 | 7 | 10 | -7 | 9
Cc1ccc(NC(=O)c2ccccc2NS(=O)(=O)c2ccc(F)cc2)cc1S(=O)(=O)N1CCCCC1 | -42 | -3 | . | 26 | -3 | 18 | -3 | 2 | 15
CCCCn1nnc(NC(=O)COc2ccc(Cl)c(C)c2)n1 | 4 | -3 | i | 3 | 6 | 5 | 7 | 10 | -9
C#CCOCCOCCOCCNc1nc(N2CCN(C(=O)[C@H]([C@@H](C)CC)n3cc([C@@H](N)Cc4ccc(O)cc4)nn3)CC2)nc(N2CCN(C(=O)[C@H](Cc3ccc(O)cc3)n3cc([C@@H](N)CC(C)C)nn3)CC2)n1 | 2 | -1 | i | -3 | 8 | -10 | 2 | 7 | 8
CC(CC(=O)Nc1nc2ccccc2[nH]1)c1ccccc1 (configuration not stated) | 1 | 4 | i | -1 | -2 | -7 | -14 | 17 | -6
C[C@@H]1CN([C@@H](C)CO)C(=O)c2ccccc2-c2ccccc2CO[C@@H]1CN(C)S(=O)(=O)c1ccc(C(F)(F)F)cc1 | -8 | 1 | i | 10 | -2 | -2 | -2 | -6 | -3
CCN(CC)c1ccc(NC(=O)COc2ccccc2C#N)cc1S(=O)(=O)Nc1ccc(OC)cc1 | -1 | -4 | i | 7 | 4 | -8 | 0 | -5 | 6
O=C1NC2(CCCCCC2)N=C1c1ccc(Br)cc1 | -1 | -6 | i | 0 | 0 | -11 | -20 | 2 | -22
Cc1ccc(N(CC(=O)NC(C)(C)C)C(=O)CCC(=O)Nc2nccs2)c(C)c1 | 2 | 2 | i | -4 | -3 | 1 | 3 | 13 | 10
CCCCc1nc2cc(C(=O)N3CCC(OCCOC)CC3)ccc2o1 | 2 | -5 | i | -9 | 1 | 7 | 11 | 2 | 15
COCCNC(=S)N/N=C(\C)c1ccc(OC)cc1 | 4 | -3 | i | -7 | 1 | 0 | 8 | -6 | 13
COc1ccc(C2C(C(N)=O)=C(C)Nc3nc(CCCO)nn32)cc1 (configuration not stated) | -3 | -3 | i | -5 | 4 | 3 | 7 | 11 | 3
COc1ccc(CCNS(=O)(=O)c2ccc3c(c2)NC(=O)CO3)cc1OC | 3 | -12 | i | -3 | 0 | 14 | 5 | -1 | 4
CC1(Cc2ccc(Cl)cc2)C(=O)Nc2c(Cl)cccc21 (configuration not stated) | -1 | 0 | i | 6 | -2 | -5 | 19 | 8 | -4
Cc1ccc(C2CC(c3ccc(NS(C)(=O)=O)cc3)=NN2C(=O)c2ccco2)cc1 (configuration not stated) | 1 | -5 | . | 3 | -2 | -1 | 10 | -14 | -5
Cc1nc(N2CCOCC2)nc(N2CCCCC2C)c1[N+](=O)[O-] (configuration not stated) | 3 | -5 | i | 8 | -1 | 7 | -5 | 2 | 2
C/C(=C\C(=O)c1ccccc1)Nc1ccc(O)cc1 | 18 | 1 | i | -1 | 10 | 12 | 7 | 1 | -1
C=CC(n1cncn1)C(O)(c1ccccc1)c1ccccc1 (configuration not stated) | -2 | -4 | i | -5 | 1 | 6 | -2 | 15 | 8
COc1ccccc1C(=O)N(Cc1sccc1C)C1CCS(=O)(=O)C1 (configuration not stated) | -7 | -2 | i | -2 | -1 | 6 | 5 | 8 | -7
